Screening results from PubChem.
hDAT+cocaine = changed hDAT dopamine uptake under cocaine IC80, either direction, primary screen, cocaine antagonist project, cell-based, LLC-PK1 hDAT, [14C]-dopamine uptake, MLSMR | Sodium-dependent dopamine transporter (Homo sapiens), Q01959 | LLC-PK1 hDAT cells, [14C]-dopamine uptake with cocaine IC80; actives deviate in either direction | B-score at 10 µM | 110,000 tested, 1.3% active | AID 449768, 2010;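 active means Z score or B-score, a plate-position-corrected score, falls beyond the plate's 99.7% confidence bounds, in either direction; inactive means both scores lie inside the 99.7% bounds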;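 further: scored against the spread of the other compound wells on the same plate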
Target sequence (Q01959 whole entry, looked up): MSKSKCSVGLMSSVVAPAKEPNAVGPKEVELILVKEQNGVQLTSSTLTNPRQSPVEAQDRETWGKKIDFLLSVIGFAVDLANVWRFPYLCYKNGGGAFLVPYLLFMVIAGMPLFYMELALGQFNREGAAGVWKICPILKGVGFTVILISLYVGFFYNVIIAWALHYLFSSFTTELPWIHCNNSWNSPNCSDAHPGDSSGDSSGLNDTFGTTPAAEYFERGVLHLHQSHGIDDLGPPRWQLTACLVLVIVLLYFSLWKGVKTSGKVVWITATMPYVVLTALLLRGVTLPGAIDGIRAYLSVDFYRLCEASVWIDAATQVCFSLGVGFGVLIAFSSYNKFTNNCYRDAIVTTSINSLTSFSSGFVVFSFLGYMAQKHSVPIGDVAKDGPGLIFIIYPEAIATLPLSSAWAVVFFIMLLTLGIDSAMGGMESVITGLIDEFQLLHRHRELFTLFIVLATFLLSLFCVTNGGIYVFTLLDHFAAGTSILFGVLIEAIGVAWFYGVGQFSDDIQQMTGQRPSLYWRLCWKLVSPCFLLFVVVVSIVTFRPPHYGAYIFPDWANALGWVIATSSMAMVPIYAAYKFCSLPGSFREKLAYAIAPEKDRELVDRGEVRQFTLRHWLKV
CYP2C9 activ = human CYP2C9 activators, primary screen, biochemical, luminescence | recombinant CYP2C9, luciferin-H conversion; stronger effect = higher value; factor 1 = untreated enzyme, 0 = blocked | AID 1024, 2008 | 96,000 tested, 1.4% active | Cytochrome P450 2C9 (Homo sapiens), P11712 | activation factor at 5 µM;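 active means activation factor of 2 or more for CYP2C9 at a 5 µM dose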;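 further: 0 = sulfaphenazole-blocked wells and 1 = vehicle-only wells; values of inactives mirror those of a sister screen read the other way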
Target sequence (P11712 whole entry, looked up): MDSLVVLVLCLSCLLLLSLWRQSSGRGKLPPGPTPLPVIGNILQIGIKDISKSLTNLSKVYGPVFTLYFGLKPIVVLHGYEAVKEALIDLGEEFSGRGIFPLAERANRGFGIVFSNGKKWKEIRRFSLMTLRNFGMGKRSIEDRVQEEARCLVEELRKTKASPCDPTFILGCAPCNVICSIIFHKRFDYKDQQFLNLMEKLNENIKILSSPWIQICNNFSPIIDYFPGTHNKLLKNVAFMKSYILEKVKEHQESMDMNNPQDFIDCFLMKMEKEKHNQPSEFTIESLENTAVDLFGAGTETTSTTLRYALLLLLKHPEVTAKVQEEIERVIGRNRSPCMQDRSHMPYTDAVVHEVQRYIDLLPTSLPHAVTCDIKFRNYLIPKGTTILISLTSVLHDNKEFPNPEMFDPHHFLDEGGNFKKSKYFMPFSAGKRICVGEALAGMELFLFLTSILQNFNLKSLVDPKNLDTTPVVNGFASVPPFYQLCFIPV
CYP2C19 inhib = blockers of cytochrome P450 2C19 activity – biochemical, luminescence, ADME assay, primary screen | P33261 | CYP2C19 Supersomes, luciferin-H EGE luminescence, 30 min | 96,000 tested, 21% active | inhibition, % at 5 µM | AID 778, 2007;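 active means CYP2C19 inhibition above a set limit at 5 µM in the primary screen, cut at about 50% in these data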;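 further: plate controls were negative control wells for no effect and 2.5 mM tranylcypromine positive control for full effect; values of inactives mirror those of a sister screen read the other way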
VCAM1 TNFa inh = inhibitors of TNFa-induced VCAM1 expression, primary screen, imaging, HUVEC, TNFa stimulus, immunofluorescence; inhibition, % at 2 µM; 95,000 tested, 0.48% active; AID 802, 2007; HUVEC TNFa-induced VCAM-1 immunofluorescence, high-content imaging;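 active means inhibition above the batch mean plus 3 SD, with images confirmed as a hit by eye, cut at about 37% in these data; inconclusive means inhibition above that limit but hit not confirmed in images; inactive means inhibition not above that limit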;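 further: 0% = TNF-stimulated DMSO wells and 100% = unstimulated control wells; not every result past the cut was called active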
Calb biofilm kill = clotrimazole potentiators killing Candida biofilms, primary screen, with clotrimazole, Alamar Blue. C. albicans biofilm + clotrimazole. inhibition, % at 6 µM. 85,000 tested, 0.14% active;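 active means inhibition above 20%; inactive means inhibition below 20%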;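 further: preformed 24 hr biofilms exposed to compound for 48 hr; 0% = biofilm without compound and 100% = blank killed by clotrimazole plus chlorhexidine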
CYP2C9 inhib = blockers of cytochrome P450 2C9 activity – biochemical, luminescence, ADME assay, primary screen; P11712; CYP2C9 Supersomes, luciferin-H conversion; inhibition, % at 5 µM; 96,000 tested, 20% active;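 active means blocking of liver enzyme CYP2C9 beyond about 50% at 5 µM, limit read from the data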; further: values of inactives mirror those of a sister screen read the other way
HUVEC tox TNFa = cytotoxicity in TNFa-stimulated HUVEC, primary screen, cytotoxicity control for VCAM1 expression modulator project, imaging, Hoechst nuclei count. HUVEC TNFalpha-stimulated, Hoechst cell count. cell count reduction, % at 2 µM. 93,000 tested, 0.17% active. AID 848, 2007;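 active means cell count reduction exceeding the screen mean by over 5 SD, scaled to untreated wells per plate, cut at about 78% in these data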;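 further: cells counted after 24 h of TNF alpha exposure following the 1 h pretreatment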
HUVEC tox IL1B = cytotoxicity in IL-1B stimulated HUVEC, primary screen, cytotoxicity control for IL-1B NFkB translocation project, imaging, Hoechst nuclear count, IL-1B stimulus; HUVEC cell count loss; AID 845, 2007; 94,000 tested, 0.41% active; cell count reduction, % at 2 µM;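 active means cell count reduction more than 3 SD above the screen-wide mean, cut at about 70% in these data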;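 further: normalized per plate to untreated control cells as the no-loss baseline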
CYP2C19 activ = human CYP2C19 activators, primary screen, biochemical, luminescence; recombinant CYP2C19, luciferin-H EGE luminescence; stronger effect = higher value; 0 = fully inhibited enzyme, 1 = untreated enzyme; activation factor at 5 µM; AID 1025, 2008; 96,000 tested, under 10 active;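 active means activation factor of at least 2 at 5 µM in the primary screen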;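 further: 0 = wells with 2.5 mM tranylcypromine and 1 = vehicle-only wells; values of inactives mirror those of a sister screen read the other way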
An asterisk follows results filed as active; ? = inconclusive; · = not tested or not shown. Hits appear at their usual frequency; overall some 29% were active at least once.

No.	Molecule	hDAT+cocaine	CYP2C9 activ	CYP2C19 inhib	VCAM1 TNFa inh	Calb biofilm kill	CYP2C9 inhib	HUVEC tox TNFa	HUVEC tox IL1B	CYP2C19 activ
1	CC1CCCC(N2C(=O)NC(NC(=O)c3ccco3)(C(F)(F)F)C2=O)C1C (stereo unspecified)	0.099	0.6	63*	-2	0	43	6	18	0.4
2	O=C(CC1SC(=NC2CCCCC2)NC1=O)Nc1ccccc1 (stereo unspecified)	0.24	·	·	-10	·	·	-7	-14	·
3	O=C(c1ccco1)N1CCN(C2=NS(=O)(=O)c3ccccc32)CC1	-0.33	1.1	-13	-9	·	-11	-3	4	1.1
4	COC(=O)c1ccccc1NC(=O)C1CC(=O)N(c2ccc(C)c(C)c2)C1 (stereo unspecified)	1.6	1.5	37	-10	0	-54	-23	-24	0.6
5	O=S(=O)(N/N=C1/CC(c2ccccc2)Oc2ccccc21)c1ccc(Br)cc1 (stereo unspecified)	-0.97	0.4	27	-1	·	65*	-28	17	0.7
6	Cc1ccc(-c2nn3c(C)nnc3s2)cc1NC(=O)c1ccc(-c2cccc(Cl)c2)o1	-0.057	0.5	42	-1	2	47	-30	26	0.6
7	O=C(NCc1ccco1)C1CC(=O)N(c2ccc(F)cc2)C1 (stereo unspecified)	-0.23	1.2	0	85*	-1	-21	-25	5	1
8	CCCNS(=O)(=O)c1ccc(OCC(=O)NCc2ccco2)cc1	-1.3	0.7	4	29	-6	33	1	-22	1
9	Cc1ccccc1OCCN1C(=O)NC2(CCc3ccccc32)C1=O (stereo unspecified)	0.67	2*	35	0	6	-95	2	-8	0.7
10	COc1cccc(-c2nc3ccccc3s2)c1	1.3	0.9	0	18	2	9	4	-1	1
11	CC(CCc1ccccc1)NC(=O)C1CCCN(C(=O)c2cc3sccc3n2C)C1 (stereo unspecified)	0.26	0.5	33	-2	5	49	-22	-11	0.7
12	CCOC(=O)N1CCC(NC(=O)c2ccc3c(c2)sc2nc(-c4ccccc4)cn23)CC1	0.7	0.6	18	2	·	36	-11	9	0.8
13	O=C(NC(Cc1c[nH]c2ccccc12)C(=O)O)c1ccco1 (stereo unspecified)	-9.5*	0.5	-2	?	-1	46	100*	1	1
14	CCOC(=O)c1sc(/N=C/N(C)C)c(C(=O)OCC)c1C	0.95	0.7	19	1	5	30	-20	-22	0.8
15	C/C=C/Cn1c(Br)nc2c1c(=O)n(C)c(=O)n2C	-0.27	1	0	9	4	4	-8	-14	1
16	Cc1c(NC(=O)C(C)OC(=O)CNC(=O)c2ccccc2)c(=O)n(-c2ccccc2)n1C (stereo unspecified)	-0.91	1	-2	-2	5	-2	·	15	1
17	CC1Cn2c(nnc2-c2cccc(Cl)c2)S1 (stereo unspecified)	-0.53	·	·	21	·	·	-21	-13	·
18	C/C(=N\NC(=O)c1cccc(Br)c1)c1ccc(Br)cc1	-0.012	0.9	12	17	·	11	-8	0	0.9
19	CCN(CC(=O)NC1CCCCCC1)S(=O)(=O)c1ccccc1	-0.023	0.8	28	17	4	21	3	55	0.7
20	C=CCC1(O)C(=O)Nc2ccccc21 (stereo unspecified)	-0.59	1	8	19	12	-4	-26	-15	0.9
21	O=C(c1ccc(S(=O)(=O)N2CCOCC2)cc1)N1CCN(C2=NS(=O)(=O)c3ccccc32)CC1	-1.2	1.3	-3	8	8	-30	-4	2	1
22	COC(=O)c1ccc(Cn2nc(C)c(Cl)c2C)o1	-0.076	0.9	23	17	-1	9	-29	23	0.8
23	O=C(Oc1ccc2c(c1)OCO2)c1ccc(F)cc1Cl	0.7	0.9	35	20	2	15	-8	4	0.6
24	Cc1cc(C)c2nc(N3CCCN(C(=O)c4ccco4)CC3)c(C#N)cc2c1	-0.19	0.1	73*	-14	7	87*	-21	3	0.3
25	O=C(CSc1ccccc1)Nc1ccc(NC(=O)c2ccco2)cc1	-0.37	0.6	22	-3	·	43	-13	-10	0.8
26	CCC(Oc1ccccc1)C(=O)Nc1nc2ccccc2[nH]1 (stereo unspecified)	-0.78	0.5	32	-10	8	52*	·	-3	0.7
27	COc1ccc2c(C(=O)CN3CCC(C)CC3)c[nH]c2c1	-0.53	0.9	14	5	3	14	1	-26	0.9
28	COCCNC(=O)C(c1ccccc1C)N(CCOC)C(=O)Cn1nnc2ccccc21 (stereo unspecified)	1.9	0.9	9	11	2	10	-14	-6	0.9
29	CCOCCCNc1nc2c([nH]1)c(=O)n(C)c(=O)n2C	-0.98	1	-15	-12	6	0	-2	18	1.1
30	CC(Sc1nncn1C)C(=O)Nc1ccccc1-c1ccccc1 (stereo unspecified)	-0.014	0.8	10	6	8	16	-8	36	0.9
31	CSc1nc(N)c(C#N)c(-c2ccc(Cl)cc2)c1C#N	-0.011	0.9	7	18	2	10	-30	10	0.9
32	O=C(Nc1ccc2c(c1)OCCO2)C1CCCN(S(=O)(=O)c2cnc[nH]2)C1 (stereo unspecified)	0.0056	0.4	14	16	-4	62*	0	-48	0.9
33	CCCn1cnc2c(sc3nc4c(cc32)CSC(C)(C)C4)c1=O	0.12	1	-6	20	·	1	86*	2	1.1
34	CCOC(=O)COc1ccc(S(=O)(=O)Nc2cccc(SC)c2)cc1	-0.06	0.2	88*	13	3	78*	-8	12	0.1
35	Fc1ccc(-c2nnn(Cc3nc4ccccc4s3)n2)cc1	-0.54	0.7	89*	0	3	33	-2	-29	0.1
36	CCOC(=O)c1oc2ccccc2c1CN1CCN(C)CC1	-0.54	·	·	12	8	·	-23	-10	·
37	COC(=O)c1ccc(CNC(=O)CNc2cc(C(F)(F)F)ccc2N2CCOCC2)cc1	-0.13	0	45	·	·	95*	·	·	0.5
38	CSc1n[nH]c(NCc2ccc(Cl)cc2)n1	-0.063	·	·	-1	8	·	4	7	·
39	Cc1nn(C(=O)c2ccccc2)c2c1C(=O)CC(C)(C)C2	-0.45	0.3	80*	9	4	69*	-7	-120	0.2
40	Cc1nn(C)c(C)c1S(=O)(=O)N1CCCC(C(=O)N2CCN(c3ccc(Cl)cc3)CC2)C1 (stereo unspecified)	1.2	0.1	84*	41	8	91*	71	-23	0.2

2 compounds from above with just CYP2C9 inhib.
cpd | mol | CYP2C9 inhib
30 | CC(Sc1nncn1C)C(=O)Nc1ccccc1-c1ccccc1 (stereo unspecified) | 16
31 | CSc1nc(N)c(C#N)c(-c2ccc(Cl)cc2)c1C#N | 10

(continued)
No.	Molecule	hDAT+cocaine	CYP2C9 activ	CYP2C19 inhib	VCAM1 TNFa inh	Calb biofilm kill	CYP2C9 inhib	HUVEC tox TNFa	HUVEC tox IL1B	CYP2C19 activ
41	O=C(N/N=C/c1cn(-c2ccccc2)nc1-c1ccccc1)c1ccco1	0.28	1	-5	·	·	-1	·	·	1
42	Nc1c(N)c2ccccc2oc1=O	-0.34	1	2	-4	1	2	-14	0	1
43	COc1ccc(Nc2cc(C)nc(N3CCOCC3)n2)cc1	1.8	1	11	-15	4	4	-29	-18	0.9
44	CCOCCCNC(=O)CCNS(=O)(=O)c1ccc(C)cc1	-0.35	1.6	-3	-10	8	-58	-29	18	1
45	COc1ccc(C2c3c(-c4cc(Cl)c(C)cc4O)n[nH]c3C(=O)N2Cc2cccnc2)cc1OC (stereo unspecified)	3*	0.1	86*	·	-2	93*	·	7	0.1
46	CC(=O)Oc1ccccc1C1OCCN1C(C)=O (stereo unspecified)	-1.3	0.7	31	8	10	31	-23	-33	0.7
47	COc1ccc(-c2cc(=O)oc3c(C)c(OCc4nn[nH]n4)ccc23)cc1	0.0038	0	79*	-15	0	97*	-2	-190	0.2
48	CC(C)Oc1cccc(C(=O)NC(=S)Nc2cccc(C(F)(F)F)c2)c1	-1.3	1.7	-4	-8	·	-71	-3	-5	1
49	O=C(NNS(=O)(=O)c1ccc2ccccc2c1)C1CCN(Cc2ccccc2)CC1	·	1.1	-12	12	·	-9	-18	-9	1.1
50	O=C(CSc1nnc(CNc2ccc(F)cc2)n1Cc1ccccc1)NCc1ccccc1	0.26	·	·	1	4	·	6	-27	·
51	CN1C(=O)Cc2cc(S(=O)(=O)N3CCOCC3)ccc21	-8.7*	1.1	-1	-12	8	-7	-11	-37	1
52	CC(C)Oc1ccc(OCCCN2CCCCCC2)cc1	1	0.9	-5	-9	5	6	-10	-13	1
53	Cc1csc(NC(=O)C2CCN(C(=O)CSc3nnc(C)n3Cc3ccccc3)CC2)n1	1.9	0.6	36	5	1	43	-8	-13	0.6
54	CC(NS(C)(=O)=O)C(c1cccs1)N1CCN(Cc2ccccc2)CC1 (stereo unspecified)	0.82	0.7	26	·	-1	27	·	·	0.7
55	CCOc1ccc2nc(SCC(=O)Nc3ccc4c(c3)OCCO4)[nH]c2c1	0.67	0.1	61*	8	-5	91*	-10	15	0.4
56	CCn1c(C)nc2cc(C(=O)NNS(=O)(=O)c3ccc(C)c(C)c3)ccc21	1.1	0.6	30	0	3	36	4	9	0.7
57	COc1ccc(-c2nn(C)c(=O)c3ccccc23)cc1CNS(C)(=O)=O	-1.1	0.8	6	9	-3	19	-28	-34	0.9
58	O=C(NCc1ccco1)c1ccccc1-c1nc(-c2ccccc2)no1	0.69	0.5	32	-16	7	54*	-9	-10	0.7
59	O=C(Nc1ccc(O)cc1)C1CC=CCC1 (stereo unspecified)	0.76	0.9	-1	19	8	6	-26	-16	1
60	CC(=O)N1N=C(c2cccc([N+](=O)[O-])c2)OC1c1ccccc1Cl (stereo unspecified)	-0.19	0.1	62*	10	·	86*	3	-13	0.4
61	CCOC(=O)c1cc2occc2n1Cc1c(F)cccc1Cl	-0.0077	1	-16	6	8	-5	-11	-2	1.2
62	Cn1c(CC(=O)Nc2ccc(Cl)c(Cl)c2)nnc1SCC(=O)Nc1nccs1	0.76	0.8	-1	8	-5	20	4	26	1

Arranged by SMILES length (lowest first): five of the compounds above.
No.	Molecule	hDAT+cocaine	CYP2C9 activ	CYP2C19 inhib	VCAM1 TNFa inh	Calb biofilm kill	CYP2C9 inhib	HUVEC tox TNFa	HUVEC tox IL1B	CYP2C19 activ
42	Nc1c(N)c2ccccc2oc1=O	-0.34	1	2	-4	1	2	-14	0	1
59	O=C(Nc1ccc(O)cc1)C1CC=CCC1 (stereo unspecified)	0.76	0.9	-1	19	8	6	-26	-16	1
55	CCOc1ccc2nc(SCC(=O)Nc3ccc4c(c3)OCCO4)[nH]c2c1	0.67	0.1	61*	8	-5	91*	-10	15	0.4
48	CC(C)Oc1cccc(C(=O)NC(=S)Nc2cccc(C(F)(F)F)c2)c1	-1.3	1.7	-4	-8	·	-71	-3	-5	1
45	COc1ccc(C2c3c(-c4cc(Cl)c(C)cc4O)n[nH]c3C(=O)N2Cc2cccnc2)cc1OC (stereo unspecified)	3*	0.1	86*	·	-2	93*	·	7	0.1
